SR-BI DiI inh: mouse SR-BI HDL lipid transfer inhibition. ldlA[mSR-BI] CHO cells, DiI-HDL uptake fluorescence, 3 h. inhibition, % at 12.5 µM. Q61009. 0.96% of 320,000 active;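 active = mean replicate inhibition of at least 70% and a set share of replicates each scoring 70 or more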;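 note: 0% = median of neutral control wells and 100% = median of positive control wells; values of inactives mirror those of a sister screen read the other way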
Target sequence (Q61009 whole entry, looked up): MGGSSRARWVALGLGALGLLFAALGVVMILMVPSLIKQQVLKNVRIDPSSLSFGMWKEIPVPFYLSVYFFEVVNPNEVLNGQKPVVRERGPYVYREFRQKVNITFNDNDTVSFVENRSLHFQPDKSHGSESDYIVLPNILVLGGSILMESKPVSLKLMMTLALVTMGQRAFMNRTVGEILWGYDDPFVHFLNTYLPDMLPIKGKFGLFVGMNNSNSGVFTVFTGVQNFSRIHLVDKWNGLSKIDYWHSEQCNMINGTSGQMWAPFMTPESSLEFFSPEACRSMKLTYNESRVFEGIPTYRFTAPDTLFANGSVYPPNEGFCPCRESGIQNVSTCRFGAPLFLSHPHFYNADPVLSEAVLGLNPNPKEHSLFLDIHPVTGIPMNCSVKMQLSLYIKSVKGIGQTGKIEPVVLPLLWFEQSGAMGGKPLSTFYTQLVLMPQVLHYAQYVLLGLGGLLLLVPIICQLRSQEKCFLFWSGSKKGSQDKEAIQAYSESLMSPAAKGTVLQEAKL
Ecoli viability: bacterial growth inhibition, counter-screen for AddAB inhibitors | E. coli V3065 growth, OD600 absorbance, 18 h | inhibition, % at 11.9 µM | 0.27% of 330,000 active | AID 449728;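 active = inhibition above the campaign's mean inhibition across all tested compounds plus 3 SD, cut at about 9.9% in these data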;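 note: uninfected addAB+ strain grown without phage in ampicillin broth; 0% = DMSO wells and 100% = ciprofloxacin 0.95 µg/ml wells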
phage Ecoli inh: E. coli growth loss with phage present | growth absorbance | inhibition, % at 11.9 µM | 0.26% of 360,000 active; in the data active = inhibition above about 11%
Wnt bcat act: activates Wnt/beta-catenin signaling in a reporter cell assay. activator, plate reader. activation, % at 9.35 µM. 1.2% of 300,000 active; in the data active = activation above about 30%, passing the limit was not always enough;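 note: 0% = neutral control wells and 100% = positive control wells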
CAL PDZ FP-1: inhibitors of human CAL PDZ peptide binding; purified CAL PDZ, TMR-peptide fluorescence polarization, 1 h; AID 602252; Q9HD26; inhibition, % at 24.9 µM; 0.92% of 300,000 active;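 active = mean inhibition of at least 30% with at least half of replicates also reaching 30%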;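 note: 0% = DMSO neutral control and 100% = excess unlabeled competitor peptide PRC23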
SR-BI uptake up: SR-BI HDL lipid transfer activation | CHO ldlA[mSR-BI] cells, DiI-HDL uptake fluorescence, 3 h; 100 = double the neutral-control signal | activation, % at 12.5 µM | 0.096% of 320,000 active | AID 504775;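 active = mean replicate activation of at least 60% and every replicate at or above 60%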;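 note: 0% = median plate neutral-control signal and 100% = twice that signal; values of inactives mirror those of a sister screen read the other way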
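Assay system: LDL receptor-deficient CHO ldlA cells overexpressing murine SR-BI / Medium: BSA-supplemented, HEPES-buffered Ham's F12, pH 7.4 / Probe or stimulus: DiI-labelled HDL at 10 µg/mL final / Timing: compound with DiI-HDL co-incubation, 3 h at 37 °C / Technique: bottom-read cell fluorescence after medium removal, ex 550/em 595 nm / Measure: HDL uptake via cellular fluorescence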
AddAB inh: less growth of phage-infected E. coli with AddAB | E. coli expressing H. pylori AddAB, absorbance growth | inhibition, % at 11.9 µM | 0.29% of 330,000 active | AID 435030; in the data active = inhibition above about 12%;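 note: 0% = vehicle wells of infected cells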
MITF TRPM1 HTS: increases MITF-driven TRPM1 promoter luciferase signal. SK-MEL-5 TRPM1-promoter luciferase, 24 h; % of positive control, neutral wells = 0. activation, % at 12.5 µM. 0.75% of 300,000 active. AID 588334;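 active = mean activation of at least 80% with every replicate also reaching 80%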;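 note: 0% = neutral control wells and 100% = parthenolide positive control wells; values of inactives mirror those of a sister screen read the other way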
Tat transport: E. coli Tat transport inhibition; E. coli MC4100 TorA-mCherry Tat export, fluorescence; inhibition, % at 10 µM; 0.036% of 340,000 active; AID 488895;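 active = mean replicate inhibition at least 50% and at least half of replicates individually reaching 50%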;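 note: exported cargo escapes ClpAP degradation while cytoplasmic cargo is degraded and loses fluorescence; 0% = median of neutral control wells and 100% = median of NaSCN control wells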
CAL PDZ FP-2: inhibitors of human CAL PDZ peptide binding; 0.02% of 330,000 active; AID 504414; purified CAL PDZ, TMR-peptide fluorescence polarization, 1 h; inhibition, % at 20 µM; Q9HD26;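 active = highest replicate inhibition of at least 40%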;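 note: plate controls were DMSO neutral control wells for no effect and unlabeled competitor peptide control wells for full effect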
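Material: tagged CAL PDZ protein CerCALP, purified; buffer or medium: sodium phosphate/NaCl buffer pH 7.4 with TCEP, IgG, Thesit; also added: fluorescent TMR peptide probe; schedule: 1 h incubation at room temperature before polarization reading; technique: fluorescence polarization from S- and P-plane intensities, G-factor corrected; control set: unlabelled peptide and DMSO controls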
Starred values were filed as active, the others as inactive.

Results for Cc1onc(-c2ccccc2Cl)c1C(=O)N1CCCc2ccccc21 ?
SR-BI DiI inh: -23; Ecoli viability: 1.5; phage Ecoli inh: 2.0; Wnt bcat act: 1; CAL PDZ FP-1: 2; SR-BI uptake up: 23; AddAB inh: 0.1; MITF TRPM1 HTS: 3; Tat transport: -5; CAL PDZ FP-2: -3.0

What do the screens show for `COc1ccc(-n2nc(C(=O)NCC(=O)NCCCN3CC(C)CC(C)C3)c3ccccc3c2=O)cc1OC` (centres undefined)?
Ecoli viability: 1.1; phage Ecoli inh: 2.5; Wnt bcat act: -3; CAL PDZ FP-1: 5; AddAB inh: 1.4; MITF TRPM1 HTS: 3; Tat transport: -1; CAL PDZ FP-2: -2.1

What do the screens show for `O=C(Cn1nc(C(=O)O)c2ccccc2c1=O)Nc1ccc(F)cc1F`?
Ecoli viability: 0.4; phage Ecoli inh: 0.1; Wnt bcat act: -2; CAL PDZ FP-1: -4; AddAB inh: 3.7; MITF TRPM1 HTS: 3; Tat transport: 8; CAL PDZ FP-2: -2.6

Results for O=C(NCCC(=O)N(Cc1ccco1)Cc1cccs1)c1ccc(Br)cc1 ?
SR-BI DiI inh: 9; Ecoli viability: -1.6; phage Ecoli inh: -0.6; Wnt bcat act: 0; CAL PDZ FP-1: 3; SR-BI uptake up: -9; AddAB inh: -1.1; MITF TRPM1 HTS: -1; Tat transport: -2; CAL PDZ FP-2: -1.6

Results for CN(C)CCOC(=O)CC12CC3CC(C1)CC(CC(=O)OCCN(C)C)(C3)C2 ?
SR-BI DiI inh: -18; Ecoli viability: -1.0; phage Ecoli inh: 4.0; Wnt bcat act: -1; SR-BI uptake up: 18; AddAB inh: -1.6; MITF TRPM1 HTS: 15; Tat transport: -2; CAL PDZ FP-2: 0.0

Results for COC(=O)[C@H](Cc1ccc(O)cc1)NC(=O)Cn1cnc2c(NCc3ccccc3)ncnc21 ?
SR-BI DiI inh: 7; Ecoli viability: -0.5; phage Ecoli inh: 4.6; Wnt bcat act: -1; CAL PDZ FP-1: -6; SR-BI uptake up: -7; AddAB inh: 0.1; MITF TRPM1 HTS: -1; Tat transport: -3; CAL PDZ FP-2: 0.5

How did O=C(NCc1ccco1)c1nn(-c2ccccc2)c(=O)c2ccccc12 do in these assays?
SR-BI DiI inh: 0; Ecoli viability: -1.7; phage Ecoli inh: 1.6; Wnt bcat act: 0; CAL PDZ FP-1: -8; SR-BI uptake up: 0; AddAB inh: -0.3; MITF TRPM1 HTS: -2; Tat transport: 10; CAL PDZ FP-2: -0.9

How did COc1ccc(C(=O)OC(C)C(=O)NCC2CCCCC2)cc1S(=O)(=O)N1CCOCC1 (centres undefined) do in these assays?
SR-BI DiI inh: 0; Ecoli viability: 2.5; phage Ecoli inh: 1.4; Wnt bcat act: 8; CAL PDZ FP-1: -1; SR-BI uptake up: 0; AddAB inh: 1.4; MITF TRPM1 HTS: 6; Tat transport: -6; CAL PDZ FP-2: 0.0

How did CCc1ccc([C@@H]2CC=C(C(=O)O)[C@H](c3ccc(C)cc3)N2S(=O)(=O)c2ccc(C)cc2)cc1 do in these assays?
SR-BI DiI inh: 8; Ecoli viability: -4.3; phage Ecoli inh: 1.5; Wnt bcat act: -2; CAL PDZ FP-1: -3; SR-BI uptake up: -8; AddAB inh: 1.5; MITF TRPM1 HTS: 3; Tat transport: 16; CAL PDZ FP-2: -0.9

What do the screens show for `O=C(NS(=O)(=O)c1ccccc1[N+](=O)[O-])c1ccccc1`?
SR-BI DiI inh: 0; Ecoli viability: 0.6; phage Ecoli inh: 3.3; Wnt bcat act: 1; CAL PDZ FP-1: -3; SR-BI uptake up: 0; AddAB inh: 1.0; MITF TRPM1 HTS: 13; Tat transport: -9; CAL PDZ FP-2: -1.3

Results for CN(C)CCCNC(=O)C(=O)NCC1OCCN1S(=O)(=O)c1cc(F)ccc1F (centres undefined) ?
SR-BI DiI inh: -5; Ecoli viability: -1.0; phage Ecoli inh: -3.2; Wnt bcat act: -3; CAL PDZ FP-1: -6; SR-BI uptake up: 5; AddAB inh: -1.9; MITF TRPM1 HTS: -2; Tat transport: 1; CAL PDZ FP-2: -1.9

How did COCCCNC(=O)C1CCCN(S(=O)(=O)c2ccc(C)cc2)C1 (centres undefined) do in these assays?
SR-BI DiI inh: -13; Ecoli viability: -2.9; phage Ecoli inh: 4.1; CAL PDZ FP-1: -4; SR-BI uptake up: 13; AddAB inh: -1.5; MITF TRPM1 HTS: -4; Tat transport: -5; CAL PDZ FP-2: -0.6

What do the screens show for `Cc1cccc(NC(=S)NNC(=S)NCc2ccccc2)c1`?
SR-BI DiI inh: 2; Ecoli viability: 1.6; phage Ecoli inh: 0.9; SR-BI uptake up: -2; AddAB inh: 5.4; MITF TRPM1 HTS: 5; Tat transport: 6; CAL PDZ FP-2: -0.5

What do the screens show for `CCN(CC)CCCNC(CC(=O)Nc1cccc([N+](=O)[O-])c1)C(=O)O` (centres undefined)?
SR-BI DiI inh: -44; Ecoli viability: 0.3; phage Ecoli inh: 1.5; Wnt bcat act: -2; CAL PDZ FP-1: 1; SR-BI uptake up: 44; AddAB inh: 0.6; MITF TRPM1 HTS: 9; Tat transport: -6; CAL PDZ FP-2: -2.2

What do the screens show for `CCCCCCn1c(SCC(=O)c2c(N)n(C)c(=O)n(C)c2=O)nc2ccccc21`?
SR-BI DiI inh: -19; Ecoli viability: 2.6; phage Ecoli inh: 1.8; CAL PDZ FP-1: 10; SR-BI uptake up: 19; AddAB inh: -2.9; MITF TRPM1 HTS: -13; Tat transport: -9; CAL PDZ FP-2: -0.4

Results for Cc1nc(CN2CCN(S(=O)(=O)c3c(Cl)cc(Br)cc3Cl)CC2)cs1 ?
SR-BI DiI inh: 27; phage Ecoli inh: 0.5; Wnt bcat act: -5; CAL PDZ FP-1: -5; SR-BI uptake up: -27; MITF TRPM1 HTS: 3; Tat transport: 5; CAL PDZ FP-2: 0.5

Results for Cc1ccc(C(=O)N/C(=C\c2sccc2C)C(=O)NCCCN2CCOCC2)cc1 ?
SR-BI DiI inh: -6; Ecoli viability: -1.6; phage Ecoli inh: 1.4; Wnt bcat act: -1; CAL PDZ FP-1: -3; SR-BI uptake up: 6; AddAB inh: 3.6; MITF TRPM1 HTS: -1; Tat transport: -2; CAL PDZ FP-2: -2.5

What do the screens show for `COC(=O)c1sc(S(=O)(=O)Nc2ccc(C)c(C)c2)c(C(=O)OC)c1C`?
SR-BI DiI inh: -2; Ecoli viability: 0.1; phage Ecoli inh: 2.5; Wnt bcat act: -1; CAL PDZ FP-1: -2; SR-BI uptake up: 2; AddAB inh: 0.8; MITF TRPM1 HTS: -16; Tat transport: -3; CAL PDZ FP-2: -3.1

What do the screens show for `COCC(=O)N1CCC(Oc2ccc(C(=O)NCc3cnc(C)cn3)cc2)CC1`?
SR-BI DiI inh: -27; Ecoli viability: 1.2; phage Ecoli inh: -1.1; Wnt bcat act: -1; CAL PDZ FP-1: 57*; SR-BI uptake up: 27; AddAB inh: 1.4; MITF TRPM1 HTS: 13; Tat transport: 1; CAL PDZ FP-2: 6.6

What do the screens show for `Cc1cc(C)c(N)cc1C`?
SR-BI DiI inh: -2; Ecoli viability: 0.7; phage Ecoli inh: 2.9; Wnt bcat act: 1; CAL PDZ FP-1: -1; SR-BI uptake up: 2; AddAB inh: 1.2; MITF TRPM1 HTS: -7; Tat transport: -9; CAL PDZ FP-2: 0.5

How did O=S(=O)(c1ccc(Oc2ccc(S(=O)(=O)N3CCOCC3)cc2)cc1)N1CCOCC1 do in these assays?
SR-BI DiI inh: -11; Ecoli viability: 2.1; phage Ecoli inh: -0.2; SR-BI uptake up: 11; AddAB inh: 6.3; MITF TRPM1 HTS: -14; Tat transport: 11; CAL PDZ FP-2: 0.2

How did CCOc1ccccc1C(=O)NCCCN1CCN(CCCNC(=O)c2ccccc2OCC)CC1 do in these assays?
SR-BI DiI inh: 32; Ecoli viability: -1.8; phage Ecoli inh: -2.8; CAL PDZ FP-1: -2; SR-BI uptake up: -32; AddAB inh: 1.7; Tat transport: -6; CAL PDZ FP-2: 0.2

Results for CCN(CC(=O)Nc1cc(Cl)ccc1C)C(=O)Cc1ccsc1 ?
SR-BI DiI inh: -10; Ecoli viability: 0.9; phage Ecoli inh: -0.1; Wnt bcat act: -2; CAL PDZ FP-1: 1; SR-BI uptake up: 10; AddAB inh: 2.2; MITF TRPM1 HTS: 3; Tat transport: -3; CAL PDZ FP-2: 0.2

Results for CC(C)(C)c1ccc(OCCCC(=O)Nc2ccc(S(N)(=O)=O)cc2)cc1 ?
SR-BI DiI inh: 10; Ecoli viability: 0.4; phage Ecoli inh: 2.3; Wnt bcat act: -2; CAL PDZ FP-1: -3; SR-BI uptake up: -10; AddAB inh: 1.1; MITF TRPM1 HTS: -32; Tat transport: 0; CAL PDZ FP-2: -2.9

Results for CC(C)(C)c1ccc(NC(=O)CN2C(=O)NC(C)(C3CC3)C2=O)cc1 (centres undefined) ?
SR-BI DiI inh: -22; Ecoli viability: -2.4; phage Ecoli inh: 1.2; Wnt bcat act: 8; CAL PDZ FP-1: 3; SR-BI uptake up: 22; AddAB inh: 3.3; MITF TRPM1 HTS: -3; Tat transport: -2; CAL PDZ FP-2: -0.7

Results for CN1CCN(c2ccc(Cl)cc2NC(=O)c2cccc(S(=O)(=O)N(C)C)c2)CC1 ?
SR-BI DiI inh: -2; Ecoli viability: -2.4; phage Ecoli inh: 0.2; Wnt bcat act: 0; CAL PDZ FP-1: -6; SR-BI uptake up: 2; AddAB inh: 0.9; MITF TRPM1 HTS: 7; Tat transport: -13; CAL PDZ FP-2: -2.6

How did COC(c1ccccc1)c1nnc(CCC(=O)NCc2ccc3ncccc3c2)o1 (centres undefined) do in these assays?
SR-BI DiI inh: -25; Ecoli viability: 0.0; phage Ecoli inh: 1.6; Wnt bcat act: -8; CAL PDZ FP-1: -1; SR-BI uptake up: 25; AddAB inh: 0.3; MITF TRPM1 HTS: 10; Tat transport: -4; CAL PDZ FP-2: -1.4

How did Cc1cc(C)c(-n2nnnc2SCC(=O)c2cc3ccccc3o2)c(C)c1 do in these assays?
SR-BI DiI inh: 8; Ecoli viability: -1.4; phage Ecoli inh: 2.9; Wnt bcat act: -1; SR-BI uptake up: -8; AddAB inh: -4.3; Tat transport: -4; CAL PDZ FP-2: 0.6

Entries from the list above with a nitro group on carbon:
What do the screens show for `O=C(NS(=O)(=O)c1ccccc1[N+](=O)[O-])c1ccccc1`?
SR-BI DiI inh: 0; Ecoli viability: 0.6; phage Ecoli inh: 3.3; Wnt bcat act: 1; CAL PDZ FP-1: -3; SR-BI uptake up: 0; AddAB inh: 1.0; MITF TRPM1 HTS: 13; Tat transport: -9; CAL PDZ FP-2: -1.3

What do the screens show for `CCN(CC)CCCNC(CC(=O)Nc1cccc([N+](=O)[O-])c1)C(=O)O` (centres undefined)?
SR-BI DiI inh: -44; Ecoli viability: 0.3; phage Ecoli inh: 1.5; Wnt bcat act: -2; CAL PDZ FP-1: 1; SR-BI uptake up: 44; AddAB inh: 0.6; MITF TRPM1 HTS: 9; Tat transport: -6; CAL PDZ FP-2: -2.2
